# Compound activity (PubChem BioAssay)
# FID counter: compounds displacing fluorescent DNA intercalator, primary screen, artefact control for HCV NS3 helicase inhibitor project, biochemical, FID fluorescence; inhibition, % at 7.9 µM; DNA fluorescent intercalator displacement; AID 1845, 2009; actives 0.17% (n = 290,000); in the data active = inhibition above about 37%;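 note: 0% = vehicle and 100% = reference compound; higher means more ethidium bromide displaced from hairpin DNA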
# SUMO HTRF inh: inhibitors of in vitro SUMOylation cascade, primary screen, biochemical, HTRF, uHTS. inhibition, % at 35 µM. SUMO-conjugating enzyme UBC9 (Homo sapiens), P63279. actives 0.36% (n = 290,000). AID 2006, 2009. HTRF SUMOylation assay, SAE1/SAE2 + UBC9; in the data active = inhibition above about 50%, passing the limit was not always enough; note: strong numbers were not always called active
# Target sequence (P63279 whole entry, looked up): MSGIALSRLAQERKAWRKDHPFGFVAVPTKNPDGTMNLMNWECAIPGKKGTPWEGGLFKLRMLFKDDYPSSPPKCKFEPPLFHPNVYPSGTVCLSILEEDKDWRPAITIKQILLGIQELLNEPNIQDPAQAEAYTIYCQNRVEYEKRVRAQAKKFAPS
# MEKK2 WT-MEK5: modulators of MEK5 binding to wildtype MEKK2, primary screen, biochemical, multiplex bead flow cytometry, Alexa488-MEK5; AID 1531, 2009; binding response (% of control), % at 10 µM; actives 1.1% (n = 290,000); Mitogen-activated protein kinase kinase kinase 2 (Homo sapiens), Q9Y2U5; Alexa488-MEK5 binding to MEKK2 WT; actives lie on both sides; in the data active = binding response below about 67% or above about 130%
# MEKK2mut PB1 HTS: MEK5 binding signal on mutant MEKK2 PB1, primary screen, biochemical, multiplex bead flow cytometry, Alexa488-MEK5 | Alexa488-MEK5 binding to MEKK2 mutant | percent response, % at 10 µM | actives 0.35% (n = 290,000) | AID 1530, 2009; in the data active = percent response above about 24%, passing the limit was not always enough; note: inactives centre near 1; some results filed as inactive read as strong as hits
# CRFR2-BP antag: antagonists of CRF-BP/CRF-R2 complex, primary screen, cell-based, HEK293, calcium dye fluorescence, uHTS. CRF-induced calcium fluorescence. inhibition, % at 11.8 µM. actives 0.59% (n = 350,000). AID 588475, 2011;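 active = inhibition of the ligand-induced calcium signal above about 50% at the single tested concentration, limit read from the data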
# MEKK3 PB1 HTS: modulators of MEKK3-MEK5 PB1 binding, primary screen, biochemical, wildtype MEKK3, multiplex bead flow cytometry, Alexa488-MEK5; Mitogen-activated protein kinase kinase kinase 3 (Homo sapiens), Q99759; bead-based flow cytometry, Alexa488-MEK5 binding to MEKK3; actives lie on both sides; 0 = blocked by unlabeled MEK5, 100 = vehicle; binding response (% of control), % at 10 µM; actives 1.4% (n = 290,000); AID 1529, 2009;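 active = binding response more than 3 SD above or below the average of its plate-row segment, actives on both sides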;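 note: Alexa488 bead fluorescence after subtracting the streptavidin-only scavenger bead signal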
# Target sequence (Q99759 whole entry, looked up): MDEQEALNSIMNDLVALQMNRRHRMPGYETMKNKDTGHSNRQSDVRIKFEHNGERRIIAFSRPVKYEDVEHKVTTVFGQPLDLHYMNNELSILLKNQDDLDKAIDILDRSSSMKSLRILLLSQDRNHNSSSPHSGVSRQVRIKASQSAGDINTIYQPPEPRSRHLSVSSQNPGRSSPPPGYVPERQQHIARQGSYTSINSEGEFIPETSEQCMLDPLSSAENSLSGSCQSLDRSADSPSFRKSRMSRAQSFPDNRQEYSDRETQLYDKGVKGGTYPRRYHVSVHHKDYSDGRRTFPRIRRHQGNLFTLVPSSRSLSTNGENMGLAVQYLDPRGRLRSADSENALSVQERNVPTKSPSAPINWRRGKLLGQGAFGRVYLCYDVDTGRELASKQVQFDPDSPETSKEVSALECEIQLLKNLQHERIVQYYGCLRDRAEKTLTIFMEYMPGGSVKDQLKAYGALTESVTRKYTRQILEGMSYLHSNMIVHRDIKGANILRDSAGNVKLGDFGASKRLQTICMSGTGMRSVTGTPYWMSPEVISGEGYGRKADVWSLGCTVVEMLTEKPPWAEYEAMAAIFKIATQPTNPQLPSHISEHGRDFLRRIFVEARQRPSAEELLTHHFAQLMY
# GalR3 antag: GalR3 antagonists in HEK293 cells, primary screen, cell-based, fluorescence readout; Galanin receptor type 3 (Homo sapiens), O60755; HEK293 GalR3-CNG cAMP membrane potential fluorescence; galR3 body fused to GalR1 C-terminus; inhibition, % at 3 µM; actives 0.44% (n = 360,000); AID 651719, 2012;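 active = inhibition above the screen-wide average plus 3 SD, cut at about 13% in these data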;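 note: forskolin and galanin both at EC90 stimulate the cells; cAMP rise reported by CNG channel membrane potential dye signal; 0% = forskolin plus galanin with DMSO and 100% = forskolin alone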
# Target sequence (O60755 1-299 limits assumed): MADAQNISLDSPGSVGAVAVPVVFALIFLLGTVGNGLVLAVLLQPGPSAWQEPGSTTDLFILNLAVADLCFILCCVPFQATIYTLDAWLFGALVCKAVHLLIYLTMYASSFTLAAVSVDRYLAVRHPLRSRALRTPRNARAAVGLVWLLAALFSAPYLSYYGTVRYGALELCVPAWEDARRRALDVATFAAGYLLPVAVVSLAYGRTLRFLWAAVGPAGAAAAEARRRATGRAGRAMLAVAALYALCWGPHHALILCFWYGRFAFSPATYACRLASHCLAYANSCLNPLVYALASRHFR
# NS3 helicase inh: inhibitors of HCV NS3 helicase, primary screen, biochemical, Cy5 molecular beacon fluorescence. actives 0.56% (n = 290,000). NS3 helicase DNA unwinding. Hepatitis C virus NS3 helicase. inhibition, % at 10.9 µM. AID 1800, 2009;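 active = inhibition above the mean of all tested compounds plus 3 SD, set per campaign, cut at about 35% in these data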;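 note: 0% = DMSO wells and 100% = thioflavine S control wells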
#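 System: HCV NS3 helicase fragment; control set: DMSO and thioflavine S; technique: Cy5 fluorescence at 0 and 60 min, beacon hairpin quenching; reagent: beacon DNA duplex substrate plus ATP; replicates: singlicate; schedule: 1 h reaction at 25 °C, ATP-initiated; medium: MOPS buffer pH 6.5 with MgCl2, DTT, Tween20, BSA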
# CRFR2-BP ag: agonists of CRF-BP/CRF-R2 complex, primary screen, cell-based, HEK293, calcium dye fluorescence, uHTS; calcium dye fluorescence (FLIPR); percent of saturating CRF peptide response; activation, % at 13.2 µM; actives 0.46% (n = 350,000);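 active = activation of at least 50%, plus an integration ratio under a set limit after plate pattern correction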;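 note: plate controls were neutral control wells without compound for no effect and CRF at EC100 for full effect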
# The depositor's hits bear a star; · = no result given; & = joins results of further samples. Only part of the results is shown; the hit share may differ from the screen's.
SMILES,FID counter,SUMO HTRF inh,MEKK2 WT-MEK5,MEKK2mut PB1 HTS,CRFR2-BP antag,MEKK3 PB1 HTS,GalR3 antag,NS3 helicase inh,CRFR2-BP ag
CC1(c2nnc(-c3ccc(Cl)cc3)o2)CC(c2ccc([N+](=O)[O-])cc2)=NO1 (centres undefined),·,9.7,96.0,6.0,-6.8,113.0,-1.1,·,1.8
Cn1c(=O)c2c(-c3ccc(C(C)(C)C)cc3)n(CC3CCCO3)cc2n(C)c1=O (centres undefined),-30.7,7.5,96.0,-5.0,-11.9,98.0,-1.7,-0.3,0.6
CCN(CC)CCC(c1ccc2c(c1)OCO2)c1c(OC)cc(OC)c2ccc(=O)oc12 (centres undefined),·,22.1,101.0,4.0,9.0,97.0,-5.5,·,0.1
O=S1(=O)C=C(Sc2nc3cc(Cl)ccc3o2)c2ccccc21,0.9,22.5,93.0,-5.0,-36.3,100.0,·,2.1,3.3
Cc1cc([N+](=O)[O-])cc([N+](=O)[O-])c1NCC(C)C,8.7,5.8,102.0,-1.0,-24.1,101.0,-3.7,-5.7,2.5
CCOc1ccc2nc(SCC(=O)Nc3cc4c(cc3C(C)=O)OCO4)[nH]c2c1,-3.8,-16.8,103.0,7.0,20.6,105.0,-3.1,-3.7,0.3
O=C(c1ccco1)N1CCN(C(=O)C2CC(c3ccccc3F)=NO2)CC1 (centres undefined),-8.0,14.2,105.0,7.0,-11.7,103.0,-4.3,7.7,1.3
COc1ccc(N2CCN(C(=O)CN3C(=O)NC(c4ccc(OC)cc4)(c4ccc(OC)cc4)C3=O)CC2)cc1,-50.2,-17.0,108.0,4.0,15.5,105.0,-0.3,-16.0,-0.9
CS(=O)(=O)N1CCN(c2ccc([N+](=O)[O-])cc2C(F)(F)F)CC1,1.0,7.5,98.0,4.0,2.2,92.0,17.6*,1.6,0.3
O=C(c1ccc(Oc2ccc(C(F)(F)F)cc2[N+](=O)[O-])cc1)N1CCOCC1,-3.4,7.4,101.0,-1.0,25.8,101.0,-2.1,27.1,-1.9
CCN(CC)CC(O)Cn1c(C)c(-c2ccccc2)c2cc([N+](=O)[O-])ccc21 (centres undefined),22.2,-4.1,174.0*,30.0*,-7.1,110.0,-15.2,-75.8,-0.9
O=C(Nc1ccc(N2CCN(Cc3ccccc3)CC2)cc1)c1ccco1,-4.1,-13.3,100.0,1.0,-4.5,96.0,-3.2,-2.8,-0.2
Cc1cc(NC(=O)C2(c3ccccc3)CCCC2)no1,-4.0,13.6,104.0,3.0,-11.5,101.0,-5.3,-0.3,0.2
COc1ccc(S(=O)(=O)NCCc2nnc3ccc(SCC(=O)Nc4cc(C)on4)nn23)cc1,-7.5,8.5,101.0,-4.0,0.5,107.0,-5.6,3.9,-1.2
Cc1ccc(SCc2[nH]nc3c2C(c2ccc(C)o2)C(C#N)=C(N)O3)cc1 (centres undefined),-19.4,13.8,101.0,5.0,-35.4,96.0,-12.3,22.1,0.3

# Complete entries as entered above:
# O=C(c1ccco1)N1CCN(C(=O)C2CC(c3ccccc3F)=NO2)CC1 (centres undefined) is entered as FID counter: -8.0; SUMO HTRF inh: 14.2; MEKK2 WT-MEK5: 105.0; MEKK2mut PB1 HTS: 7.0; CRFR2-BP antag: -11.7; MEKK3 PB1 HTS: 103.0; GalR3 antag: -4.3; NS3 helicase inh: 7.7; CRFR2-BP ag: 1.3
# Cc1cc([N+](=O)[O-])cc([N+](=O)[O-])c1NCC(C)C is entered as FID counter: 8.7; SUMO HTRF inh: 5.8; MEKK2 WT-MEK5: 102.0; MEKK2mut PB1 HTS: -1.0; CRFR2-BP antag: -24.1; MEKK3 PB1 HTS: 101.0; GalR3 antag: -3.7; NS3 helicase inh: -5.7; CRFR2-BP ag: 2.5
# CC1(c2nnc(-c3ccc(Cl)cc3)o2)CC(c2ccc([N+](=O)[O-])cc2)=NO1 (centres undefined) is entered as FID counter: ·; SUMO HTRF inh: 9.7; MEKK2 WT-MEK5: 96.0; MEKK2mut PB1 HTS: 6.0; CRFR2-BP antag: -6.8; MEKK3 PB1 HTS: 113.0; GalR3 antag: -1.1; NS3 helicase inh: ·; CRFR2-BP ag: 1.8

# (cont.)
SMILES,FID counter,SUMO HTRF inh,MEKK2 WT-MEK5,MEKK2mut PB1 HTS,CRFR2-BP antag,MEKK3 PB1 HTS,GalR3 antag,NS3 helicase inh,CRFR2-BP ag
Cc1cc(C)c(C)c(S(=O)(=O)N2CCN(c3ccc(O)cc3)CC2)c1C,-19.8,-14.3,93.0,-1.0,1.9,100.0,-6.5,2.2,-2.0
CC(NC(=S)Nc1ccc(S(=O)(=O)N2CCOCC2)cc1)C1CC2CCC1C2 (centres undefined),-19.7,-19.6,125.0,1.0,-3.5,100.0,-2.9,11.0,8.9
CS(=O)(=O)N(CC(=O)N1CCC(C(N)=O)CC1)C1CCCCC1,-1.6,10.2,91.0,-3.0,11.3,92.0,-2.4,-2.7,0.6
CC(=O)Nc1ccc(-c2nc3cc(Cl)ccc3o2)cc1,-2.5,11.6,105.0,4.0,8.9,106.0,-6.7,-3.3,3.3
CSc1ccccc1NC(=O)c1cc(C)on1,-0.7,-7.6,96.0,-2.0,4.0,90.0,-5.5,3.1,0.4
Cc1cc(NC(=O)c2ccccc2-c2ccccc2C(=O)O)no1,3.8,15.4,96.0,-3.0,-9.6,105.0,-1.3,4.8,-1.9
COc1ccc(OC)c(C2C3=C(CCCC3=O)Nc3nnnn32)c1 (centres undefined),-0.3,0.9,107.0,0.0,-4.4,133.0*,-3.9,1.7,-1.5
C/C(=N/NC(=O)c1ccco1)c1ccc(Br)s1,-3.7,2.8,100.0,-2.0,-12.0,100.0,-2.8,-6.3,-0.4
COC(=O)c1ccccc1NC(=O)c1sc(=S)n(C)c1N,5.1,18.4,93.0,-3.0,3.5,97.0,-0.8,16.2,-0.2
O=C(NCCc1ccccc1)c1ccccc1F,-4.3,5.8,100.0,1.0,8.2,101.0,-4.5,5.5,2.5
Cc1ccc(S(=O)(=O)Nc2ccc3nc(-c4cccn4C)[nH]c3c2)cc1,-5.4,-5.5,100.0,1.0,9.7,101.0,-6.0,0.4,1.4
CCOC(=O)c1c(S(=O)(=O)NCc2ccc(OC)cc2)c(C)n(C)c1C,-22.6,0.0,103.0,1.0,-0.1,103.0,-8.2,4.5,1.2
Fc1ccccc1-c1n[nH]c(=S)n1C1CC1,-11.2,6.1,105.0,6.0,·,99.0,-7.1,4.0,·
Cc1cc(C)nc(NS(=O)(=O)c2ccc(NC(=O)C(C)Oc3ccccc3F)cc2)n1 (centres undefined),-27.1,2.5,95.0,2.0,-4.2,100.0,-6.9,4.2,-0.3
CC1(C)CC2(CCCN3C(=O)CSC32)CCS1 (centres undefined),-4.6,-5.4,99.0,-2.0,-13.2,100.0,-0.6,2.0,-0.1
O=S1(=O)CC(O)C(Nc2ccccc2)C1 (centres undefined),0.8,-14.5,102.0,1.0,1.2,99.0,-3.7,9.6,1.3
COCCOc1cc(-n2cccc2)c(Cl)cc1Cl,-1.1,-3.9,87.0,-5.0,48.0,90.0,-5.0,6.1,2.7
COC(=O)C1NN=C(C(=O)c2ccccc2)C1c1ccccc1 (centres undefined),-9.1,-7.6,103.0,-1.0,16.1,101.0,-9.3,-0.2,0.5
CCNC(=S)NNC(=O)c1cccn(Cc2ccc(Cl)cc2)c1=O,-8.9,-6.2,·,·,-9.9,·,-1.2,3.1,3.3
COc1cc(/C=C/c2ccc(O)cc2)cc(OC)c1,1.4,-11.5,100.0&94.0,-1.0&0.0,10.4,102.0&97.0,-4.3,-14.7,-0.3
COc1ccc(CNc2ccc(C)c(C)c2)c(OC)c1OC,-10.7,-27.9,99.0,0.0,20.6,102.0,-4.4,-2.4,-1.2
CCOc1ccc(C(O)(c2ccccc2)C(CN2CCCC2)c2ccccc2)cc1 (centres undefined),7.0,-1.7,115.0,6.0,-11.0,102.0,-7.5,-39.5,1.1
Cc1ccc(-c2noc(CSc3nnc(-c4ccncc4)n3-c3ccc(F)cc3)n2)cc1,-9.4,1.9,104.0,5.0,-9.2,106.0,-2.6,-5.4,0.8
Cc1nc2cc(C(F)(F)F)ccc2n1CCNc1nc(-c2ccc([N+](=O)[O-])c(Cl)c2)cs1,0.6,-27.0,102.0,-1.0,-4.5,103.0,-6.0,-44.1,0.5
CCN(CC)CCN(C)C(=O)c1ccc(OC2CCN(C(=O)C3CC3)CC2)cc1,1.5,12.0,82.0,-6.0,1.4,85.0,0.3,-11.1,3.2
C/C(CC(O)(/C=N/O)c1ccccc1)=N\O (centres undefined),-0.4,4.9,101.0,0.0,-12.2,102.0,-3.8,2.9,0.1
COc1ccc(CCNC(=O)CCc2ccsc2)cc1OC,-12.2,0.5,95.0,-4.0,6.3,98.0,-5.1,-11.2,-0.3
COc1ccc(N(CC(=O)NCCSCc2cccc(Cl)c2)S(C)(=O)=O)cc1Cl,-29.5,-10.6,104.0,4.0,8.2,102.0,-11.6,-7.3,0.7
c1ccc(CN2CCN(c3nc4ccccc4s3)CC2)cc1,-25.7,7.4,108.0,4.0,-36.1,105.0,-10.7,-17.4,3.1
CCOC(=O)c1nn(-c2ccc(C)c(Cl)c2)c(=O)c(C#N)c1C,-6.0,3.7,108.0,8.0,-9.5,103.0,-5.1,9.5,-0.7
Cc1nc2c(sc3nc(N4CCOCC4)c4c(c32)CC(C)(C)OC4)c(-c2ccc(Cl)cc2)c1C(=O)O,0.0,-3.0,75.0,-11.0,-20.3,92.0,-3.0,7.9,7.7
O=C(Nc1cccc(S(=O)(=O)N2CCOCC2)c1)c1cnccn1,-0.8,-4.8,92.0,2.0,15.4,106.0,-5.2,0.4,2.9
CCC(Oc1ccccc1C)C(=O)N1CCCN(C)CC1 (centres undefined),-3.7,10.9,113.0,7.0,0.2,105.0,4.5,-1.0,-0.3
O=C1CC(N2CCN(c3ccc(C(=O)c4ccc(F)cc4)cc3)CC2)C(=O)N1 (centres undefined),-17.8,4.1,103.0,-2.0,8.7,101.0,2.0,6.9,-0.6
Cc1ccnc(NC(=O)C(C)n2cc([N+](=O)[O-])cn2)c1 (centres undefined),6.7,2.7,90.0,-10.0,-8.1,94.0,4.4,-7.9,0.4
COc1ccc2cc(/C(C)=N/NC(=O)C3CC3)ccc2c1,-3.5,1.9,99.0,-6.0,-10.7,104.0,-7.6,0.0,4.5
CN(c1cccc(NC(=O)CSc2ccc(Cl)cc2)c1)S(C)(=O)=O,-6.8,-6.2,102.0,6.0,-15.8,101.0,-2.8,0.3,0.7
CC1(C)CC(=O)C(C2C3=C(CC(C)(C)CC3=O)Oc3ccc4ccccc4c32)C(=O)C1 (centres undefined),-3.0,1.2,99.0,-2.0,81.2*,101.0,2.8,11.8,25.6
Cc1ccc(C)c(N(C(=O)c2ccco2)C(C(=O)NC2CCCC2)c2ccco2)c1 (centres undefined),-35.9,1.7,94.0,-4.0,0.0,99.0,-7.5,0.4,0.8
